hIAP block: blocks human intestinal alkaline phosphatase; purified IAP, CDP-Star luminescence, 30 min; inhibition, % at 10 µM; 330,000 compounds, 0.12% hits; AID 2544;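 active means inhibition reaching a set limit with compound at 10 µM in the primary screen, cut at about 35% in these data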;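 further: plate controls were DMSO wells with enzyme for no effect and no-enzyme buffer wells for full effect; values of inactives mirror those of a sister screen read the other way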
Target sequence (P09923 whole entry, looked up): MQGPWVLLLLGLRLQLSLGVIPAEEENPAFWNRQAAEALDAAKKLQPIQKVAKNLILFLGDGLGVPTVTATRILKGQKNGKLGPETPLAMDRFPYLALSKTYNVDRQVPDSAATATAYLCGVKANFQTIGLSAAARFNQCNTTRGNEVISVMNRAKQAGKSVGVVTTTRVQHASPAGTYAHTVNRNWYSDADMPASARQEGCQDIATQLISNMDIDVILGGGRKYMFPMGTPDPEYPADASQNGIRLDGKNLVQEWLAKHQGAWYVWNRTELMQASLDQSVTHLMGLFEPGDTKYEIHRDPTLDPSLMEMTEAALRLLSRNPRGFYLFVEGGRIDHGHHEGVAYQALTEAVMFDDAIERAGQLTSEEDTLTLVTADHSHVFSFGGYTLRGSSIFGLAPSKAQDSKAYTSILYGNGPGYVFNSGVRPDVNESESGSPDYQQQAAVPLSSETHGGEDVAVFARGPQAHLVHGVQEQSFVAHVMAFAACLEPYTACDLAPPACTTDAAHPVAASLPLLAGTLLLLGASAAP
APOBEC3G inh: blocks human APOBEC3G single-stranded DNA deamination. Q9HC16. recombinant A3G, ssDNA deamination FAM/TAMRA fluorescence. inhibition, % at 20 µM. 330,000 compounds, 0.28% hits. AID 493012;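 active means inhibition of at least 40% at 20 µM, with no more than 30% in the related APOBEC3A deaminase screen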;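 further: plate controls were DMSO wells with A3G for no effect and wells lacking A3G enzyme for full effect; some compounds called inactive have numbers as strong as hits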
Target sequence (Q9HC16 whole entry, looked up): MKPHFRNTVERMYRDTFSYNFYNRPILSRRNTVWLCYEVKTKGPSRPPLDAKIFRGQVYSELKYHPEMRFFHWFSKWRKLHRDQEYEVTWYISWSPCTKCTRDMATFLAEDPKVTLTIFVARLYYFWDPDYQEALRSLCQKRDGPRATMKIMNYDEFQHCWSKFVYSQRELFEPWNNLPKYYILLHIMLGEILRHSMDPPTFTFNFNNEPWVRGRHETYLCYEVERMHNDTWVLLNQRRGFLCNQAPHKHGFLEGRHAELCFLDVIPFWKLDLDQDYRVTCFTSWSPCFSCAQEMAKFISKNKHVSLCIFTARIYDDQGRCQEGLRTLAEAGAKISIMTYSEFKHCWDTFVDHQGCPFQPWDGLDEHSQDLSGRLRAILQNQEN
APOBEC3A inh: blocks human APOBEC3A ssDNA deamination; P31941; 330,000 compounds, 0.41% hits; recombinant A3A, FAM/TAMRA ssDNA deamination fluorescence; AID 493011; inhibition, % at 20 µM;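 active means at least 40% inhibition at 20 µM here, with at most 30% in a related deaminase screen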;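 further: plate controls were A3A with DMSO for no effect and wells lacking A3A enzyme for full effect; some results filed as inactive read as strong as hits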
Target sequence (P31941 whole entry, looked up): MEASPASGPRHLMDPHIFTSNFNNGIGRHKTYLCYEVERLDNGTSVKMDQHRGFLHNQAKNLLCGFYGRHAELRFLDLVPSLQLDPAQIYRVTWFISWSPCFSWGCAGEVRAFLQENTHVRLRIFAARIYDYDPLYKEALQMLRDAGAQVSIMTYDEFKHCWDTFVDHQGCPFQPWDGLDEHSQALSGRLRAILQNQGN
mIAP activ: mouse IAP activation. 330,000 compounds, 0.24% hits. AID 2805. muIAP, CDP-Star luminescence, 30 min; hits give high values; 1 = vehicle-only enzyme signal, 0 = enzyme-free wells. activation factor at 10 µM;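 active means activation factor of at least 2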; further: the source names both 10 and 20 µM as test concentration; values of inactives mirror those of a sister screen read the other way
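Assay system: mouse IAP enzyme; reagent: chemiluminescent substrate CDP-Star; dosing: test compounds delivered from DMSO solution; schedule: 30 min at room temperature; measured by: luminescence from enzymatic CDP-Star hydrolysis; controls: DMSO-only wells and no-enzyme negative control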
MPTP inh: inhibitors of mitochondrial permeability transition pore; AID 602449; 360,000 compounds, 1.4% hits; isolated mouse mitochondria, Ca2+ swelling absorbance, 30 min; inhibition, % at 10 µM;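 active means inhibition of 50% or more, scaled per plate between neutral and stimulator controls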;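 further: 0% = DMSO wells given calcium and 100% = 1 mM EGTA wells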
hIAP act: human IAP activation; purified human IAP, CDP-Star luminescence, 30 min; hits give high values; 1 = vehicle-only enzyme, 0 = enzyme-free background; activation factor at 10 µM; 330,000 compounds, 0.16% hits; AID 2524;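 active means activation factor of the enzyme at least 2-fold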; further: the source names both 10 and 20 µM as test concentration; values of inactives mirror those of a sister screen read the other way
MIN6 prolif: MIN6 beta-cell proliferation induction | proliferation, % at 10 µM | 330,000 compounds, 0.29% hits | AID 2380 | MIN6 cells proliferation, ATPlite luminescence, 48 h; cells starved in 0.2% serum; 100% = growth in 10% serum;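 active means compounds whose signal lies at least 3.5 SD above the mean of all wells on their plate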;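 further: 0% = DMSO-treated cells in low-serum medium and 100% = 10% serum control; some compounds called inactive have numbers as strong as hits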
NR3A LBD binder: modulates the human NR3A ligand-binding domain; NR3A LBD differential scanning fluorimetry, Tm shift; 0% = protein alone, 100% = glycine-bound protein; Tm shift relative to glycine control, % at 25 µM; 340,000 compounds, 2.5% hits;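 active means melting temperature shift of at least 10% of the positive control shift, at one fixed dose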
mIAP block: mouse IAP inhibition; purified mouse IAP, CDP-Star luminescence, 30 min; inhibition, % at 10 µM; 330,000 compounds, 0.2% hits;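 active means inhibition of at least 40% at 10 µM in the primary screen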;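 further: plate controls were DMSO with enzyme for no effect and no enzyme wells for full effect; values of inactives mirror those of a sister screen read the other way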
The depositor's hits bear a star; x = no result given.

SMILES	hIAP block	APOBEC3G inh	APOBEC3A inh	mIAP activ	MPTP inh	hIAP act	MIN6 prolif	NR3A LBD binder	mIAP block
C[C@H](NC(=O)c1cc2c([nH]c3ccccc32)c(-c2ccccc2)n1)C(=O)O	6	-4	25	1	-0.7	0.94	-2	1	-4
C/C(=N/NC(=O)CNC(=O)COc1ccccc1)c1ccc(Cl)cc1	-11	-3	0	1	0.9	1.1	2	5	0
Cc1ccnc(OC(C(=O)O)C(OCc2ccccc2)(c2ccccc2)c2ccc(C(F)(F)F)cc2)n1 (stereo unspecified)	-16	-1	-5	0.94	1.5	1.2	-3	0	6
CCOc1ccc(NC(=S)NC2CC3CCC(C2)N3Cc2ccco2)cc1 (stereo unspecified)	-9	-8	-2	1.2	-3.1	1.1	-2	-4	-16
CC(=O)Nc1ccc(C(=O)Nc2ccc(S(=O)(=O)N3CCOCC3)cc2)cc1	-16	11	-4	0.96	-1.0	1.2	-3	31*	4
CC(SC#N)C(=O)C12CC3CC(CC(C3)C1)C2 (stereo unspecified)	-10	-9	-4	0.93	0.8	1.1	-5	2	7
COc1cc(OC)cc(-c2c(-c3ccc(F)cc3)c3cc(-c4ccc5[nH]ccc5c4)ccc3n2C)c1	0	-7	2	1.2	0.8	0.99	-7	4	-22
CCN(CC)C(=O)CSc1nc2ccccc2c(=O)n1OC(C)C	-3	-3	1	0.98	-2.8	1	-2	0	2
CC1CCCN(CC(O)CN)C1 (stereo unspecified)	-27	-7	-2	0.91	0.0	1.3	-2	2	9
COc1ccc(/C=C/C(=O)Nc2nnc(C(C)C)s2)cc1OC	-6	2	-1	1.3	3.4	1.1	-2	2	-26
Cn1c(=N)n(CC(=O)O)c2ccccc21	2	-10	-3	0.88	2.1	0.98	5.8*	6	12
Cc1cc(NC(=O)CCC(=O)N(c2ccccc2)C(C)C(=O)NC2CCCC2)no1 (stereo unspecified)	11	-8	-5	0.98	-0.7	0.89	0	1	2
C#CCN1C(=O)C(O)(c2c(C)[nH]c3ccccc23)c2ccccc21 (stereo unspecified)	8	-13	-4	1.2	1.5	0.92	-4	0	-16
N#Cc1cccc(C(=O)OCC(=O)NC(=O)NC2CCCCC2)c1	-2	-8	-1	1	0.5	1	-5	0	0
COc1ccccc1N1C(=O)CCC1(C#N)c1ccccc1 (stereo unspecified)	7	-6	-4	0.86	1.7	0.93	-1	-1	14
COC(=O)c1ccc(C2C(C#N)=C(N)Oc3cc(C)n(C)c(=O)c32)cc1 (stereo unspecified)	-8	-2	1	0.92	-0.2	1.1	1	1	8
CCOc1ccc(Cl)cc1CSc1ncn[nH]1	-10	-8	-4	0.88	0.0	1.1	7	-4	12
O=C(CSc1nnc(-c2ccccn2)n1-c1ccc(Cl)cc1)Nc1ccc2c(c1)OCO2	-2	-4	1	1.1	-0.8	1	-5	2	-6
C[C@]12c3[nH]c4ccccc4c3CCN1C(=O)C(CC(=O)NCc1ccco1)C[C@@H]2C(=O)N1CCCCC1 (stereo partly specified)	-4	-3	-4	1.1	-2.0	1	1	3	-13
Cc1ccccc1OCC(=O)OC1CCN(C)CC1	4	2	0	1.1	-3.0	0.96	4	-4	-5
O=C(/C=C/c1ccccc1)NC(NC(=S)Nc1ccc(Cl)cc1)C(Cl)(Cl)Cl (stereo unspecified)	-2	-3	2	0.92	99*	1	-6	25*	8
CCC1=NN(C(=O)CCc2ccc3c(c2)OCO3)C(O)(C(F)(F)F)C1 (stereo unspecified)	-13	9	30	1	4.6	1.1	0	-1	-4
C=C1c2cccc(C(F)(F)F)c2O[C@H](C(=O)OCC)[C@H]1OC	x	11	11	1	-0.6	x	x	-3	-2
COc1ccc(N2C(=O)C(CC(N)=O)N(NC(=O)c3cccc(OC)c3)C2=S)cc1 (stereo unspecified)	0	-4	-2	0.92	-0.6	1	3	4	8
COc1cc(C(C(=O)NCc2ccccc2)N(C(=O)c2snc(C(N)=O)c2N)C2CCCC2)cc(OC)c1OC (stereo unspecified)	23	-11	-1	0.91	1.3	0.77	2	-4	9
COc1ccc(C(CCN2CCOCC2)c2c(OC)cc(OC)c3c(C)cc(=O)oc23)cc1 (stereo unspecified)	-4	-8	-2	1.1	-0.7	1	-3	-1	-9
CCOC(=O)C1(CCc2ccccc2)CCN(C(=O)c2cnc(C)cn2)CC1	-6	-7	2	1.1	1.4	1.1	0	1	-9
Cc1ccc2c(c1)C(N1CCCC1=O)CC(c1ccco1)N2 (stereo unspecified)	15	-2	-2	0.99	-0.7	0.85	-4	0	1
CCOc1ccccc1NC(=O)CCNS(=O)(=O)c1cccc2nonc12	0	0	2	1	-2.4	1	0	2	-1
O=C1CC(NNC(=O)c2ccc(Br)cc2)C(=O)N1 (stereo unspecified)	-20	-9	-3	0.99	1.8	1.2	2	-2	1
CC(C)CNC(=O)CC(=O)N/N=C/c1ccc(Br)cc1	-18	-3	-6	1	0.9	1.2	1	1	-1
O=C(Nc1ccccc1C(=O)N1CCOCC1)c1noc2c1CCCC2	10	-7	-4	1	-0.9	0.9	-3	1	0
O=C(c1cc(-c2ccncc2)nc2ccccc12)N1CCN(S(=O)(=O)/C=C/c2ccccc2)CC1	11	1	3	1	-2.9	0.89	0	-1	-2
O=C1CN(C(=O)COc2ccc([N+](=O)[O-])cc2Cl)c2ccccc2N1	2	-8	-2	0.98	-1.0	0.98	1	-4	2
CC(C)Oc1cccc(C(=O)NC(=S)N2CCN(c3ccc(C(F)(F)F)cc3[N+](=O)[O-])CC2)c1	-14	-5	2	0.89	1.4	1.1	-4	-3	11
Nc1ncncc1-c1ccc(Cl)cc1	6	-13	-3	1	-3.3	0.94	-3	-1	-5
COc1ccc(-c2noc(N3CCC(C(=O)N4CCN(c5ccccn5)CC4)CC3)n2)cc1	-22	-4	-2	1.1	1.2	1.2	-3	1	-5
CC(C)(C)c1cc(C(=O)Nc2ccc(F)cc2)n(Cc2ccc(F)cc2)n1	2	-10	-1	1.4	80*	0.97	-4	5	-37
CCOC(=O)Nc1cccc2ccccc12	-2	-5	-3	1.1	-1.6	1	-2	-9	-14
CN1C(=O)C(CC(=O)NCCc2ccccc2)N(NC(=O)c2ccc(Cl)cc2)C1=S (stereo unspecified)	-22	-6	-4	1	4.3	1.2	-2	0	-1
CCCc1nc(SCC(=O)N2CCN(c3ccccc3)CC2)c2c(=O)n(C)c(=O)n(C)c2n1	22	-6	-6	0.92	0.6	0.79	0	4	8
CCC(=O)Nc1ncc2c(n1)CC(c1ccco1)CC2=O (stereo unspecified)	-14	0	6	0.99	1.6	1.1	0	x	1
Cc1ccccc1-n1c(SCC(=O)c2cc(C)n(C)c2C)nnc1-c1cccnc1	8	-6	-3	0.96	-1.0	0.92	0	-1	4
Cc1cc(C)cc(C(=O)NC2C(=O)N3C(C(=O)O)=C(CSc4nnc(C)s4)CSC23)c1 (stereo unspecified)	-3	-1	9	0.98	-0.1	1	2	0	2
CC(C)(C)c1ccc(/C=C/C(=O)O)s1	14	-4	-3	0.97	0.3	0.85	-2	-2	3
COC(=O)c1ccc(N2CCN(CC(=O)c3ccc(-c4ccccc4)cc3)CC2)c([N+](=O)[O-])c1	11	-4	-2	0.9	7.3	0.89	-3	0	10
CCCCn1c(SCC(=O)c2ccc3c(c2)OCCO3)nnc1-c1ccco1	1	-7	-2	1	-2.9	0.99	-1	1	-4
COC(=O)c1sccc1NC(=O)c1cccc(F)c1	4	-4	-2	0.93	0.3	0.96	-2	-1	7
Cc1ccc(S(=O)(=O)CNC(=O)c2ccccc2)cc1	-8	-1	0	1.1	-0.3	1.1	0	-1	-6
Cc1ccc(NC(=O)c2c(C)noc2C)cc1	14	-5	0	0.98	-1.1	0.86	-2	0	2
Continuation.
SMILES	hIAP block	APOBEC3G inh	APOBEC3A inh	mIAP activ	MPTP inh	hIAP act	MIN6 prolif	NR3A LBD binder	mIAP block
O=C(CC12CC3CC(CC(C3)C1)C2)N/N=C/c1ccncc1	-1	-2	4	0.95	0.9	1	0	-3	5
CC(C)(C)OC(=O)C[C@H]1C/C=C\C[C@@H](CC(=O)NCCO)C(=O)N2CCC[C@H]2COC1=O	-9	-3	5	0.95	0.3	1.1	1	-2	5
COCCn1c(Cc2ccccc2)nnc1SCC(=O)Nc1oc(C)c2c(C)n[nH]c(=O)c12	1	-5	0	1	-1.1	0.99	-4	0	-3
CCOc1ccccc1NC(=O)c1cc(S(=O)(=O)NCc2ccco2)ccc1F	13	-9	-6	0.91	0.8	0.87	-1	-6	10
Cc1ccc(CNC(=O)c2ccc([N+](=O)[O-])o2)cc1	12	-2	1	1	-2.8	0.88	-2	1	-2
COc1ccc(NC(=O)N(CCCN2CCOCC2)Cc2cccnc2)c(OC)c1	-2	-1	-2	1	-1.7	1	6	0	-5
COn1c(-c2ccccc2)c(C=O)c2ccccc21	-3	-3	-4	0.99	0.6	1	-1	0	1
NNC(=O)C1CCCN1S(=O)(=O)c1ccc(Cl)cc1 (stereo unspecified)	16	-3	1	1	0.0	0.84	-1	-2	-3
CC(C)OCCCn1c(=S)[nH]c2cc3c(cc2c1=O)OCO3	-19	-9	-5	1	-2.9	1.2	-2	2	-4
O=C(CSc1ccc(-c2ccccn2)nn1)NC1CCCCC1	11	-12	1	0.97	-0.7	0.89	-4	1	2

Reprinted at random: six entries already listed, in no set order.
SMILES	hIAP block	APOBEC3G inh	APOBEC3A inh	mIAP activ	MPTP inh	hIAP act	MIN6 prolif	NR3A LBD binder	mIAP block
O=C(CSc1ccc(-c2ccccn2)nn1)NC1CCCCC1	11	-12	1	0.97	-0.7	0.89	-4	1	2
CCOc1ccccc1NC(=O)c1cc(S(=O)(=O)NCc2ccco2)ccc1F	13	-9	-6	0.91	0.8	0.87	-1	-6	10
CC(C)(C)OC(=O)C[C@H]1C/C=C\C[C@@H](CC(=O)NCCO)C(=O)N2CCC[C@H]2COC1=O	-9	-3	5	0.95	0.3	1.1	1	-2	5
O=C(CC12CC3CC(CC(C3)C1)C2)N/N=C/c1ccncc1	-1	-2	4	0.95	0.9	1	0	-3	5
Cc1ccc(CNC(=O)c2ccc([N+](=O)[O-])o2)cc1	12	-2	1	1	-2.8	0.88	-2	1	-2
CC(C)OCCCn1c(=S)[nH]c2cc3c(cc2c1=O)OCO3	-19	-9	-5	1	-2.9	1.2	-2	2	-4

Other structures
SMILES	hIAP block	APOBEC3G inh	APOBEC3A inh	mIAP activ	MPTP inh	hIAP act	MIN6 prolif	NR3A LBD binder	mIAP block
O=S(=O)(Nc1ccc2c(c1)CCC2)c1cccs1	-2	-8	0	0.91	0.6	1	-3	-3	9
O=C(NC1CCCCC1)N1CCCC(c2nc(-c3ccc(S(=O)(=O)N4CCCC4)cc3)no2)C1 (stereo unspecified)	11	-3	3	0.99	0.1	0.89	1	-1	0
S=C(NCCN1CCOCC1)Nc1ccc(Cl)c(Cl)c1	11	-10	3	1.2	6.2	0.89	0	-2	-16
CCOC(=O)c1cnn(CC2CCCCC2)c1N	-9	-3	-1	1.1	-4.2	1.1	-3	0	-9
C[C@@]12C(=O)N(CC3CCCO3)CC(=O)N1[C@H]1c3ccccc3OC[C@@H]1[C@@H]2c1ccccc1 (stereo partly specified)	-4	-3	3	1.1	-1.3	1	-3	-2	-10
O=C1CCCc2ccccc2N1Cc1cccc(Cl)c1	14	-4	-3	1	1.8	0.86	0	-1	-4
CC(=O)Nc1sc2c(c1C#N)CCC(C)C2 (stereo unspecified)	-14	-5	-2	0.97	-0.6	1.1	1	2	3
CN(CC(=O)Nc1cccc2c1CCCC2)S(=O)(=O)c1ccccc1	17	-3	0	1	-1.8	0.83	-3	2	0
Nn1c(SCC(=O)Nc2ccc3c(c2)OCO3)nnc1-c1ccncc1	13	-8	1	1	0.3	0.87	0	-1	-3
